FUS yeast rescue = rescues growth of FUS-expressing yeast; hit rate 0.24% among 390,000; S. cerevisiae FUS-expressing, growth rescue, OD600, 24 h; Potency, µM (highest dose often 76.6 µM), without a hit: at the highest dose growth rescue (activation), usual class: activators;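 further: potency means the concentration at half of the fitted maximal effect; plate controls were DMSO vehicle for no effect and reference control for full effect; nearly all actives have a fitted effect of over 55% in size; some results filed as inactive show a strong effect at the top dose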
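S. cerevisiae expressing FUS from galactose induction served as the toxicity model. Growth after 24hr at 30C, read as absorbance at 600 nm, indicates suppression of toxicity; compounds dosed at several concentrations.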
PLK1 PBD block = inhibitors of human PLK1 polo-box domain binding | P53350 | Plk1 PBD binding of FITC phosphopeptide, fluorescence polarization | Potency, µM, inactives show max response, negative = inhibition, usual class: inhibitors | hit rate 2.8% among 360,000 | AID 720504; further: potency means the concentration at half of the fitted maximal effect; series mostly up to about 57 µM; on the % scale 0 is the no-effect control and ±100 the full control effect; nearly all actives have a fitted effect of over 65% in size
Abeta yeast res = A-beta toxicity reversal in yeast; AID 1347071; hit rate 0.063% among 410,000; Potency, µM (doses to about 46.1 µM), without a hit: top-dose growth rescue, actives largely listed as activators; yeast expressing A-beta42, growth rescue, OD600, 48 h; response scale: 0% DMSO, 100% iron-clioquinol control; further: potency means the concentration at half of the fitted maximal effect; nearly all actives have a fitted effect of over 55% in size
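Yeast A-beta toxicity model in growth medium with pinned compounds, 48 h at 30 C; growth read as absorbance at 600 nm. Normalized to FeCl3/clioquinol equimolar mix (positive) and DMSO (negative).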
aSyn yeast inh = rescues yeast growth from alpha-synuclein toxicity. Yeast expressing alpha-synuclein, growth rescue, BacTiter-Glo, 24 h. Potency, µM (series often up to 46.1 µM), for the others: at the highest dose growth rescue (activation), actives largely listed as activators. hit rate 0.14% among 370,000; further: potency means the concentration at half of the fitted maximal effect; % of control where 0% means no effect; nearly all actives have a fitted effect of over 65% in size
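Rescue of yeast growth: cells expressing toxic alpha-synuclein, induced in galactose at OD600 0.02, incubated with compound 24 h at 30 C. ATP luminescence quantified growth; inhibitors of toxicity appear as activators.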
IL-2 act = IL-2 activation | AID 652025 | hit rate 0.065% among 360,000 | activation, % (series mostly up to about 46 µM) | IL-2 activation reporter assay, cell-based qHTS; stimulated with anti-CD3/CD4/CD28 beads; in transgenic mouse T cells; in the data active means activation above about 50%; inconclusive means mostly about 30% to 49%; further: 0% is about no effect
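Screening format: compound pinned onto unstimulated transgenic mouse T cells, 60 min incubation, then anti-CD3/anti-CD4/anti-CD28 bead stimulation for 18 hours at 37 degrees C, followed by EGFP and DsRed detection.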
PI5P4K alpha inh = PI5P4K alpha (human) kinase inhibition | P48426 | max response, % | hit rate 1.2% among 330,000 | PI5P4Kalpha enzyme, ADP-Glo luminescence, 60 min; stronger effect = lower value | AID 652105; active means max response of -50% or lower; inconclusive means between -30% and -50%; inactive means -30% or higher; further: value at the top dose of about 77 µM; on the % scale 0 is the no-effect control and ±100 the full control effect
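Reactions run in 0.038 M HEPES pH 7.4, 0.28 mM EGTA, 0.1% CHAPS and 5% DMSO, with PI5P4Kalpha, substrate, compound and 5 microM ATP final, one hour at room temperature. Readout is ADP-Glo luminescence.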
EPAC1 antag = EPAC1 (human) antagonism; O95398; EPAC1 GEF assay, Rap1b-BODIPY-GDP exchange fluorescence; Potency, µM (titrated, usually from 115 µM), for inactives: at the top dose activity change, negative = inhibition, most hits filed as inhibitors; hit rate 0.14% among 360,000; AID 720709;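 further: potency means the concentration at half of the fitted maximal effect; plate controls were vehicle for no effect and positive control for full effect; nearly all actives have a fitted effect of over 50% in size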
Target sequence (O95398 whole entry, looked up): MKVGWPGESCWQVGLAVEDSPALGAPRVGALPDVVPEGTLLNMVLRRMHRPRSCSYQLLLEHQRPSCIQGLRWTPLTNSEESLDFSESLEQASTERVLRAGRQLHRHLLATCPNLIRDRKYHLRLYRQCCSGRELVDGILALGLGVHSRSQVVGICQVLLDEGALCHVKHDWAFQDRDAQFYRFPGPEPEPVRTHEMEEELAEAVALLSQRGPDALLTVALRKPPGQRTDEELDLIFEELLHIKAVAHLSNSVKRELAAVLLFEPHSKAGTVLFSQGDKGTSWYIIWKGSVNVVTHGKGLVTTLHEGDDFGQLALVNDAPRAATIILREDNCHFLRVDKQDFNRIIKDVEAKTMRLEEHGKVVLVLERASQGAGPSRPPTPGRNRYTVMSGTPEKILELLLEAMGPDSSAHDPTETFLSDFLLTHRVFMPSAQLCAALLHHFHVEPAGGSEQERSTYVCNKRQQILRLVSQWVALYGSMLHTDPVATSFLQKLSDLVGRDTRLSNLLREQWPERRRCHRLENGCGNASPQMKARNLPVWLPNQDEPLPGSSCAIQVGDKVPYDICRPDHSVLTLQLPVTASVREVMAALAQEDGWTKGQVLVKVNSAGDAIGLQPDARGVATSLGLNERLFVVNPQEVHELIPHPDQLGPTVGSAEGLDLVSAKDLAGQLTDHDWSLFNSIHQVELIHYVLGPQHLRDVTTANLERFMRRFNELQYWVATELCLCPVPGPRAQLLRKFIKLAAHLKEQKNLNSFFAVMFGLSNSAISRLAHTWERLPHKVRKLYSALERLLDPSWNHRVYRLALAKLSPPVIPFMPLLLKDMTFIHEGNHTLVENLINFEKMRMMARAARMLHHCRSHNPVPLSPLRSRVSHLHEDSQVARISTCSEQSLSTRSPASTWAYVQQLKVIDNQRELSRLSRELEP
WRN inhibitor = inhibitors of human WRN helicase. Potency, µM (highest dose often 114 µM), without a hit: at the highest dose activity change, negative = inhibition, usual class: inhibitors. AID 651768. WRN helicase unwinding, fluorescent forked duplex, kinetic. hit rate 0.46% among 360,000. Q14191; further: potency means the concentration at half of the fitted maximal effect; on the % scale 0 is the no-effect control and ±100 the full control effect; nearly all actives have a fitted effect of over 55% in size
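Kinetic red-fluorescence monitoring (525/598 nm) tracks WRN helicase activity after 100 nM fluorophore-quencher forked duplex and 2 mM ATP are added to 20 nM enzyme pretreated 15 min at room temperature with compound.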
EPAC1 agonist = activates human EPAC1 exchange factor; EPAC1 agonist qHTS, biochemical assay; response scale: 100% = response to 6.5 mM cAMP; Potency, µM (series often up to 154 µM), inactives show at the top dose activation, most hits filed as activators; hit rate 0.073% among 360,000; AID 720707; further: potency means the concentration at half of the fitted maximal effect; nearly all actives have a fitted effect of over 60% in size
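Multi-concentration qHTS readout: loss of Rap1B-bound BODIPY-GDP fluorescence driven by 100 nM EPAC1 with excess GDP (50 uM), monitored kinetically at room temperature; agonist response expressed relative to 6.5 mM cAMP.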
* = called active by the depositor; ? = inconclusive; . = no result given; & = joins results of further samples; [ ] = dose if it differs, or a comment. Unless noted, the call rests on the fitted dose curve; in most records, active means well fitted curve in the direction sought with a large enough effect; inconclusive means small, poorly fitted or top-dose-only effect, or another doubt; inactive means no such curve, though single readings can be large; an effect the other way counts as inactive or inconclusive. This is a random part of the collection, and some 4.1% of all compounds hit somewhere here.

[1] CSc1cccc(NC(=O)c2nnn(CC(=O)Nc3cc(C)cc(C)c3)c2N)c1
[2] O=C(NCC[C@@H]1CC[C@@H](NS(=O)(=O)Cc2ccccc2)[C@@H](CO)O1)C1CC1
[3] S=C(Nc1ccc(Cl)cc1Cl)Nc1ccccc1Oc1ccccc1
[4] CC(=O)NC1CC2CCCC(C1)N2C(=O)Nc1ccccc1 (configuration not stated)
[5] NC(=O)CC[C@@H]1NC(=O)[C@H](CO)NC(=O)c2cc([N+](=O)[O-])cc(I)c2NCCCC[C@@H](C(N)=O)NC(=O)[C@H](Cc2ccc(O)cc2)NC1=O
[6] COc1cccc(OCc2cc(C(=O)N(C)Cc3nccn3C)no2)c1
[7] Nc1ccc2nc3c(=O)n(CCc4ccccc4)c(=O)[nH]c3nc2c1
[8] CC(=O)c1ccc(C2CC(OCCF)=CC(=O)O2)cc1 (configuration not stated)

entry no.	1	2	3	4	5	6	7	8
FUS yeast rescue	1%	-5%	8%	-10%	?	-16%	9%	4%
PLK1 PBD block	13µM*	-9%	-5%	-3%	-4%	-1%	4.2µM*	-5%
Abeta yeast res	2%	-4%	5%	3%	2%	.	-12%	-5%
aSyn yeast inh	8%	-5%	-5%	-1%	-1%	0%	-5%	-3%
IL-2 act	-3.3	0.2	0.1	-2.6	0.3	1.7	9.0	-0.3
PI5P4K alpha inh	?	2	-1	-1	-6	4	-63*	1
EPAC1 antag	1%	5%	-17%	1%	-26%	-17%	117%[activator]	10%
WRN inhibitor	1%	-2%	-4%	0%	-14%	4%	-20%	7%
EPAC1 agonist	13%	-15%	5%	0%	1%	-5%	112µM*	-9%

[9] O=[N+]([O-])c1cccc(/C=N/n2cnnc2)c1O
[10] BrC(=C\c1ccccc1)/C=N/Nc1nc2ccccc2[nH]1
[11] Cc1cc(C(=O)N2CCCC(CCC(=O)N3CCN(c4ccccn4)CC3)C2)c(C)o1 (configuration not stated)
[12] CC(=O)N1CCc2cc(S(=O)(=O)CCC(=O)NCc3ccc(Cl)cc3)ccc21
[13] O=S(=O)(Nc1ccc(C(F)(F)F)cc1)c1cnc[nH]1
[14] CCOc1ccc(/C(O)=C2/C(=O)C(=O)N(CC3CCCO3)C2c2ccc(C)o2)cc1 (configuration not stated)
[15] O=C(CN1CCN(S(=O)(=O)c2ccc(Br)cc2)CC1)N/N=C/c1ccccc1C(=O)O
[16] Cc1cccc(-n2c(O)c(C=Nc3ccccc3)c3ccccc3c2=O)n1

entry no.	9	10	11	12	13	14	15	16
FUS yeast rescue	7%	.	0%	-2%&1%	-15%	-4%	-5%	36%
PLK1 PBD block	-12%	-19%	-11%	-13%	30µM*	-4%	6%	24µM*
Abeta yeast res	-22%	8%	-7%	8%&-8%	-12%	13%	-1%	-5%
aSyn yeast inh	?	2%	-5%	-1%	-3%	14%	-1%	3%
IL-2 act	-0.5	-5.4	-0.7	-0.8	0.0	0.3	-0.7	2.0
PI5P4K alpha inh	?	-17	-1	4	?	5	0	-16
EPAC1 antag	-1%	-4%	5%	-8%	16%	5%	0%	6%
WRN inhibitor	2%	-16%	3%	-8%	1%	8%	2%	-20%
EPAC1 agonist	-2%	3%	7%	4%	-1%	5%	-11%	16%

[17] Cc1ccc(C(=O)N2CCN3C(=O)c4ccccc4C23c2ccc(Cl)cc2)cc1 (configuration not stated)
[18] COc1ccc(S(=O)(=O)NCCc2ccccc2)cc1
[19] O=C(CNS(=O)(=O)c1ccc2c(c1)OCCCO2)N1CCN(c2ccc(F)cc2)CC1
[20] CCCCCOC(=O)C1=C(C)Nc2nnnn2C1c1ccccc1Cl (configuration not stated)
[21] Cn1nc(C(=O)Nc2ccc3c(c2)OCCO3)c2ccccc2c1=O
[22] Cn1c(N2CCN(C(=O)NC34CC5CC(CC(C5)C3)C4)CC2)nc2ccccc21
[23] CCC(CC)C(C(=O)NCc1ccccc1)N1CCN(CCN2CCOCC2)CC1 (configuration not stated)
[24] Cc1cc(C)n(-c2nc3ccccc3nc2N2CCN(S(=O)(=O)c3ccc4ccccc4c3)CC2)n1

entry no.	17	18	19	20	21	22	23	24
FUS yeast rescue	?	6%	-12%	3%	29%	6%	-11%	8%
PLK1 PBD block	-7%	-19%	-27%	-3%	0%	-25%	-13%	-2%
Abeta yeast res	-20%	2%	17%	17%	-8%	6%	-11%	10%
aSyn yeast inh	0%	11%	-1%	13%	-2%	1%	10%	8%
IL-2 act	-0.4	-2.6	0.9	-2.6	-0.3	-0.1	-0.2	-2.8
PI5P4K alpha inh	4	-1	0	16	-4	-6	1	.
EPAC1 antag	-15%	-16%	-3%	?	8%	-5%	-17%	16%
WRN inhibitor	-32%	-10%	2%	-16%	10%	0%	-12%	3%
EPAC1 agonist	15%	-2%	7%	14%	-8%	-1%	-4%	1%

[25] CCc1ccc2[nH]c3nc(SCCN4CCOCC4)nnc3c2c1
[26] COc1ccc(NS(=O)(=O)c2cccc(C(=O)NNC(=O)c3ccccc3OC)c2)cc1
[27] O=C(CCC(=O)Nc1ccccc1)N/N=C/c1ccccc1F
[28] CC1(C)CC(=O)C=C(Nc2ccc(Cl)c(Br)c2)C1
[29] Cn1c(SCC(=O)N/N=C/c2ccc([N+](=O)[O-])s2)nnc1-c1ccc(Cl)cc1
[30] N#Cc1c(N2C(=O)c3ccc(C(=O)O)cc3C2=O)sc2c1CCCC2
[31] Cc1ncc(CN2CCC(CO)(CCOc3ccccc3)CC2)s1
[32] CN=C1c2c(-c3ccccc3)c3cc(OC)ccc3n2CCN1C

entry no.	25	26	27	28	29	30	31	32
FUS yeast rescue	-10%	11%	22%	32%	40%	7%	-8%	.
PLK1 PBD block	24µM*	-2%	-15%	-11%	-23%	-20%	?	-1%
Abeta yeast res	18%	-1%	7%	2%	-92%[inhibitor]	3%	-1%	1%
aSyn yeast inh	3%	0%	-9%	-27%	-45%[inhibitor]	-8%	1%	2%
IL-2 act	0.0	-0.4	-2.5	-0.3	-5.2	1.3	-1.8	-6.3
PI5P4K alpha inh	0	6	-2	-8	-13	-11	-9	-1
EPAC1 antag	-5%	-3%	-3%	-8%	-15%	11%	16%	-10%
WRN inhibitor	-11%	-5%	-36%[57.1 µM]	-33%	-4%	-31%	6%	-2%
EPAC1 agonist	-13%	8%	9%	-1%	1%	5%	-5%	-2%

[33] CC(NC(=O)C[n+]1cccc(Br)c1)c1ccccc1 (configuration not stated)
[34] CCOc1cccc(=O)c2c(C)n(-c3ccc(C(=O)O)cc3)c(C)c12
[35] COc1ccc(C2(C)NC(=O)N(CC(=O)NCC(=O)Nc3ccc(F)c(F)c3F)C2=O)cc1OC (configuration not stated)
[36] COC(=O)[C@@H](C)NC(=O)c1ccc2oc(CCc3ccccc3)nc2c1
[37] COc1ccc(-c2cc(C(=O)Nc3ccc(C)c(N)c3)c3ccccc3n2)cc1
[38] O=C(COC(=O)c1ccncc1)Nc1ccc2c(c1)OCO2
[39] CC(C(=O)NN=C(c1ccccc1)c1ccccc1)N1CCOCC1 (configuration not stated)
[40] C[C@H](CO)N1C[C@H](C)[C@@H](CN(C)C(=O)Nc2ccccc2)Oc2ccc(NC(=O)C3CC3)cc2C1=O

entry no.	33	34	35	36	37	38	39	40
FUS yeast rescue	-25%	?	-13%	-11%	14µM*	8%	-2%	2%
PLK1 PBD block	-8%	-21%	1%	6%	-10%	-4%	?	-17%
Abeta yeast res	-15%	21%	2%	4%	-12%	4%	-6%	0%
aSyn yeast inh	-5%	3%	1%	4%	-14%	-5%	-10%	3%
IL-2 act	0.7	0.1	-0.4	0.2	-0.8	-0.5	0.6	-1.2
PI5P4K alpha inh	5	-17	1	-4	12	-19	-2	10
EPAC1 antag	-11%	?	-6%	-8%	-27%	-2%	-16%	12%
WRN inhibitor	2%	?	5%	12%	?	-27%	1%	-7%
EPAC1 agonist	10%	5%	-4%	8%	19%	8%	9%	9%

Structures shown so far that have a COOH group, in the order listed:
[15] O=C(CN1CCN(S(=O)(=O)c2ccc(Br)cc2)CC1)N/N=C/c1ccccc1C(=O)O
[30] N#Cc1c(N2C(=O)c3ccc(C(=O)O)cc3C2=O)sc2c1CCCC2
[34] CCOc1cccc(=O)c2c(C)n(-c3ccc(C(=O)O)cc3)c(C)c12

entry no.	15	30	34
FUS yeast rescue	-5%	7%	?
PLK1 PBD block	6%	-20%	-21%
Abeta yeast res	-1%	3%	21%
aSyn yeast inh	-1%	-8%	3%
IL-2 act	-0.7	1.3	0.1
PI5P4K alpha inh	0	-11	-17
EPAC1 antag	0%	11%	?
WRN inhibitor	2%	-31%	?
EPAC1 agonist	-11%	5%	5%

Next records.
[41] CCCCC(=O)N(C)c1c(CC)nc2c(OCc3ccc(S(C)(=O)=O)cc3)cccn12
[42] Cc1[nH]c(=S)n(CC2CCCO2)c1C (configuration not stated)
[43] CCOc1ncccc1C(=O)OCC(=O)NC1CC1
[44] O=C(COC(=O)c1cccc(Br)c1)NCCc1ccccc1

entry no.	41	42	43	44
FUS yeast rescue	-4%	3%	-2%	-4%
PLK1 PBD block	-6%	-13%	-7%	-1%
Abeta yeast res	-20%	7%	8%	16%
aSyn yeast inh	1%	0%	-9%	7%
IL-2 act	1.2	-1.9	-2.7	-2.2
PI5P4K alpha inh	-1	-2	-2	-1
EPAC1 antag	-16%	-2%	3%	4%
WRN inhibitor	-3%	2%	6%	-5%
EPAC1 agonist	-22%	6%	6%	4%

Compound activity (PubChem BioAssay)
